Screening data: PubChem BioAssay, National Center for Advancing Translational Sciences (NCATS)
Pin1 inh = qHTS Assay to Find Inhibitors of Pin1; Pin1 FP peptide displacement, HiFluor488, 10 min; Peptidyl-prolyl cis-trans isomerase NIMA-interacting 1 (Homo sapiens), Q13526; Potency, µM (doses to about 115 µM), inactives show at the top dose activity, negative = inhibition, usual class: inhibitors; 0.009% of 390,000 active; active = well fitted inhibition curve with a large enough effect in the polarisation, with a control signal flat, not every such curve was filed as active; inconclusive = small, poorly fitted or top-dose-only effect, or effect the other way, or a change in a side signal; inactive = no such curve, though single readings can be large or run the other way; the % refers to the polarisation; also: potency is read from the fitted curve at half-maximal effect; % is scaled to controls: 0 for no effect and ±100 for the full control effect
Target sequence (Q13526 whole entry, looked up): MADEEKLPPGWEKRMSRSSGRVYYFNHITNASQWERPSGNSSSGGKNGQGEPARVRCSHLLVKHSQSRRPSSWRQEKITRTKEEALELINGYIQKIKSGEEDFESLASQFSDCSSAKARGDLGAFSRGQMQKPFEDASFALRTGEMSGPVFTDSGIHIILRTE
D2 ag = HTS Assay for Allosteric Agonists of the Human D2 Dopamine Receptor: Primary Screen for Agonists; D(2) dopamine receptor (Homo sapiens), P14416; HEK293 T-REx D2 cells, calcium flux agonist mode; activation, % at 2 µM; 0.53% of 340,000 active; AID 485358, 2010;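 active = activation over 3 SD above normal in the single-dose calcium agonist read, cut at about 30% in these data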; also: 0% is about no effect
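Tetracycline-induced HEK293 Trex cells with D2 receptor force-coupled to calcium signaling, plated overnight at 30 C and loaded with no-wash calcium dye. Calcium flux read kinetically for 180 s after compound addition; responses flag agonists.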
TrxR1 inh = qHTS Assay for Inhibitors of Mammalian Selenoprotein Thioredoxin Reductase 1 (TrxR1): qHTS | Thioredoxin reductase 1, cytoplasmic (Rattus norvegicus), O89049 | recombinant rTrxR1, NADPH fluorescence consumption, selenite substrate | Potency, µM (top dose mostly 114 µM), without a hit: at the highest dose activity change, negative = inhibition, most hits filed as inhibitors | 1% of 390,000 active | AID 588453, 2011; also: potency is read from the fitted curve at half-maximal effect; % is scaled to controls: 0 for no effect and ±100 for the full control effect; nearly all actives have a fitted effect of over 65% in size
Target sequence (O89049 whole entry, looked up): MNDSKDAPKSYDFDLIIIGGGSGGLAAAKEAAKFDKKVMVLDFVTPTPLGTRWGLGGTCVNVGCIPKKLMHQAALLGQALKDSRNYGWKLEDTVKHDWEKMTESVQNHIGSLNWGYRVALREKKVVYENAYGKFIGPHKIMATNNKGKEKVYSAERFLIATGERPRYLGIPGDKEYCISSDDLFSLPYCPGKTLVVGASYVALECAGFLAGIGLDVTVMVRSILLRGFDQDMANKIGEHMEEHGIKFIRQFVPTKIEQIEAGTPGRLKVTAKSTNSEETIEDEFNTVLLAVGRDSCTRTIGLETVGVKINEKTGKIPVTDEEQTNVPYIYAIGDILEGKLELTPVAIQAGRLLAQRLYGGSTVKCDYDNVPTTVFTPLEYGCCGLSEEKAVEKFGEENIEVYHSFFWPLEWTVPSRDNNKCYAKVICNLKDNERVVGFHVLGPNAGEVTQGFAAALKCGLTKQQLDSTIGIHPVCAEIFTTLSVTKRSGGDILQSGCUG
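Rat TrxR1 (90 nM in the dispensed reagent) was pre-reduced with 400 uM NADPH for 5 min at room temperature, then incubated with compound for 15 min. After 400 uM selenite was added, NADPH fluorescence (Ex 340/Em 450 nm) was followed for 8 min.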
USP1 inh = Inhibitors of USP1/UAF1: Primary Screen | Ubiquitin carboxyl-terminal hydrolase 1 (Homo sapiens), O94782 | AID 743255, 2014 | Potency, µM (series often up to 57.1 µM), without a hit: at the highest dose activity change, negative = inhibition, most hits filed as inhibitors | recombinant USP1/UAF1, Ub-Rhodamine cleavage fluorescence | 0.23% of 390,000 active; also: potency is read from the fitted curve at half-maximal effect; % is scaled to controls: 0 for no effect and ±100 for the full control effect; nearly all actives have a fitted effect of over 60% in size; inactives centre near -12
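USP1/UAF1 complex (1 nM) preincubated 15 min at room temperature with compound, then Ub-Rho substrate (150 nM final) added. Kinetic fluorescence at 480/540 nm over 6 reads at 60 s intervals; 50 mM HEPES pH 7.8, 0.5 mM EDTA, 0.1 mg/ml BSA, 1 mM TCEP, 0.01% Tween-20.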
TrxR1 substrate = qHTS Assay for Substrates of Mammalian Selenoprotein Thioredoxin Reductase 1 (TrxR1): qHTS | Thioredoxin reductase 1, cytoplasmic (Rattus norvegicus), O89049 | purified TrxR1 substrate turnover, NADPH consumption readout | Potency, µM (highest dose often 114 µM), for inactives: at the highest dose activity change, negative = substrate turnover | 0.01% of 390,000 active; also: potency is read from the fitted curve at half-maximal effect; % is scaled to controls: 0 for no effect and ±100 for the full control effect; nearly all actives have a fitted effect of over 50% in size
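Rat TrxR1, dispensed at 90 nM, was prereduced with 400 uM NADPH (final) for 5 min at ~22 deg C, then incubated with compound 15 min before 400 uM selenite. A first-read NADPH fluorescence drop versus no-compound background flagged substrates.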
D2 antag = HTS Assay for Allosteric Antagonists of the Human D2 Dopamine Receptor: Primary Screen for Antagonists; HEK293 TREx D2 cells, calcium flux, dopamine EC80; D(2) dopamine receptor (Homo sapiens), P14416; inhibition, % at 10 µM; 2% of 340,000 active; in the data active = inhibition above about 30%; also: 0% is about no effect
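Cells plated overnight at 30 C with tetracycline; no-wash calcium dye, 30–90 min RT; 10 s baseline; compound pinned; 180 s read; EC80 dopamine added; another 180 s read.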
mIDH1 inhibitor = qHTS for Inhibitors of mutant isocitrate dehydrogenase 1 (IDH1): qHTS; Potency, µM (doses to about 76.6 µM), inactives show top-dose activity change, negative = inhibition, hits mostly inhibitors; IDH1-R132H enzyme, NADPH consumption, diaphorase/resazurin fluorescence; 0.093% of 390,000 active; also: potency is read from the fitted curve at half-maximal effect; % is scaled to controls: 0 for no effect and ±100 for the full control effect; nearly all actives have a fitted effect of over 65% in size
Target sequence (O75874 whole entry R132H, stated change not applied): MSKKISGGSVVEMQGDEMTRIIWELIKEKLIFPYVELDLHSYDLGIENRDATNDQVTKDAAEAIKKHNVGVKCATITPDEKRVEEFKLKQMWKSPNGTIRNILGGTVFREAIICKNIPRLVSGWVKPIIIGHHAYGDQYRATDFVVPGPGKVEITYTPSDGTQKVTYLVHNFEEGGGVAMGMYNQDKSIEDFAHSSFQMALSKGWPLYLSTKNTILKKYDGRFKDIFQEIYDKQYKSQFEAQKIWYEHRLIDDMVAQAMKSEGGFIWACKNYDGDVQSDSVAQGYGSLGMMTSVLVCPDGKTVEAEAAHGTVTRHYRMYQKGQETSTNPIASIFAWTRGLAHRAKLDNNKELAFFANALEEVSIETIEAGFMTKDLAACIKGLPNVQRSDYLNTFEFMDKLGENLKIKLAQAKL
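IDH1-R132H (0.5 ug/mL dispensed) in pH 7.5 Tris buffer was preincubated 30 min with compound, then given a substrate mix of 0.016 mM NADPH and 2 mM alpha-KG for 80 min at room temperature; remaining NADPH was read by diaphorase/resazurin fluorescence.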
TRHR ag = qHTS for Small Molecule Agonists and Allosteric Enhancers of Human TRH Receptor: Primary Screen for Agonists; Thyrotropin-releasing hormone receptor (Homo sapiens), P34981; TRHR cells, calcium flux fluo-8, FDSS agonist mode; activation, % at 2 µM; 0.18% of 360,000 active; in the data active = activation above about 30%; also: 0% is about no effect
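In this calcium-flux screen, cells bearing human TRHR are dye-loaded with fluo-8, baselined for 10 cycles, then exposed to library compounds; positive kinetic calcium responses during the agonist phase mark hits, with TRH as control.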
TRHR enhancer = qHTS for Small Molecule Agonists and Allosteric Enhancers of Human TRH Receptor: Primary Screen for Enhancers. TRHR cells, fluo-8 calcium fluorescence, EC20 TRH enhancement. AID 493056, 2011. Thyrotropin-releasing hormone receptor (Homo sapiens), P34981. 0.66% of 360,000 active. enhancement, % at 2 µM; in the data active = enhancement above about 30%; also: 0% is about no effect
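TRHR-expressing cells loaded with fluo-8 calcium dye were read kinetically (ex 480/em 530) during compound addition, then stimulated with an EC20 of TRH (10 nM final). Enhancement of the Gq-mediated intracellular calcium response was scored.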
* marks the source's active call; other numbers are inactive results; ? = inconclusive; / = no result given; [ ] = another dose, or the depositor's remark. Unless noted, calls follow the shape of the dose curve; as a rule, active = well fitted inhibition curve with a large enough effect; inconclusive = small, poorly fitted or top-dose-only effect; inactive = no such curve, though single readings can be large or run the other way. This is a subset; the hit share may differ from the screen's.

SMILES | Pin1 inh | D2 ag | TrxR1 inh | USP1 inh | TrxR1 substrate | D2 antag | mIDH1 inhibitor | TRHR ag | TRHR enhancer
CCCCn1c(N)c(N(CCOC)C(=O)C2CCN(S(=O)(=O)c3ccc(Cl)cc3)CC2)c(=O)[nH]c1=O | -6% | 0.3 | 8% | -21% | 3% | -7 | -1% | 0.9 | -3
CC(C)C[C@H](NC(=O)[C@H](Cc1ccccc1)n1c(=O)[nH]c2ccccc2c1=O)C(=O)N1CCC[C@@H]1C(=O)O | -11% | -0.4 | 40% | -9% | 11%[57.1 µM] | -1 | -1% | 0.1 | 4
O=C(Oc1ccc(N(Cc2cccs2)C2=NS(=O)(=O)c3ccccc32)cc1)c1ccccc1 | -2% | 1.6 | 35% | -6% | 15% | -11 | 0% | 0.1 | -3
CSc1nsc(SCC(=O)Nc2ccccc2)n1 | -1% | -0.5 | 23% | -19% | 5% | -9 | 0% | -0.2 | 7
CC(C(=O)N1CCc2ccccc21)N1CCN(S(=O)(=O)c2ccc3c(c2)OCCCO3)CC1 (stereo not given) | 13% | / | 18% | -6% | 5% | / | 6% | / | /
COc1cccc(N(C(=O)c2snc(C(N)=O)c2N)C(C(=O)NCC2CCCO2)c2c[nH]c3ccccc23)c1 (stereo not given) | 1% | 0.0 | 13% | -18% | 6% | 1 | -6% | 0.0 | 10
CC(C)CCNC(=O)CN(C(=O)CCC(=O)Nc1nccs1)c1ccc2c(c1)OCCO2 | 1% | -0.4 | 22% | -24% | 8% | 3 | -9% | 0.8 | 13
CCOc1ccc(S(=O)(=O)NCC(c2ccco2)S(=O)(=O)c2cccs2)cc1 (stereo not given) | -8% | 1.8 | -31%[57.1 µM] | -9% | 1%[57.1 µM] | / | -10% | 2.3 | 4
Nc1ccc(O)cc1C(=O)OCC(=O)C12CC3CC(CC(C3)C1)C2 | -1% | 1.1 | 4%[57.1 µM] | -12% | 15%[57.1 µM] | -16 | -1% | -0.4 | 13
O=C(NCc1ccccc1F)c1ccc(S(=O)(=O)Nc2cccc(C(F)(F)F)c2)cc1 | 16% | -2.3 | -4% | -15% | -16% | 16 | 1% | -0.7 | 3
CC(CC(=O)OCC(=O)Nc1ccc2[nH]c(=O)[nH]c2c1)c1ccccc1 (stereo not given) | ? | 0.7 | 5% | -6% | 0% | -10 | -1% | -0.2 | 0
Cc1ccc[n+](CC(=O)Nc2cc(C(F)(F)F)ccc2N2CCOCC2)c1 | 1% | -0.5 | 18% | -24% | 4% | -17 | 3% | -0.1 | 0
O=C(NCc1cccnc1)C1c2ccccc2C(=O)N1Cc1ccco1 (stereo not given) | 1% | 0.6 | ? | -10% | -5% | 9 | -3% | 0.6 | 3
N#Cc1nc(-c2ccccc2)oc1NCCN1CCCCC1 | 2% | -2.3 | 20%[57.1 µM] | -4% | 65%[activator][57.1 µM] | 8 | 4% | 0.1 | -3
Cc1ccc(-c2cc(-c3ccc4c(c3)OCO4)c(C#N)c(N)n2)o1 | 42%[activator] | / | -23% | -7% | 29% | / | 0% | 0.7 | -5
CCCCN1C(Nc2ccccc2)=NC[C@@H]1CC(C)C | 8% | 0.0 | 7% | -17% | -3% | -7 | -32% | 0.3 | 2
O=C(Nc1cccnc1)C1CCCN1S(=O)(=O)c1ccc(Cl)c(Cl)c1 (stereo not given) | 1% | 0.2 | 7% | -1% | 2% | -13 | -4% | -0.2 | -2
COc1ccc(NC(=O)COC(=O)CC2CCCCC2)cc1 | 5% | 0.2 | -11% | -11% | -6% | -1 | 0% | 0.5 | 1
C/C(=N\NC(=S)NC1CCCCC1)c1cccc(C(F)(F)F)c1 | 6% | 1.0 | 6% | -27% | -4% | -6 | -13% | 1.1 | 2
Cc1ccc2nc(NC(=O)CSc3nccn3Cc3ccc(F)cc3)sc2c1 | 29% | 0.8 | 21%[57.1 µM] | ? | 1%[57.1 µM] | / | -17% | 0.1 | 4
Nc1cc2nc[nH]c2cc1N | ? | 2.8 | 13%[57.1 µM] | ? | 11%[57.1 µM] | 3 | 8% | -0.4 | 4
Cc1ccc(NC(=O)c2cnn3c2NC(c2ccccc2)=CC3c2ccccc2)cc1 (stereo not given) | 16% | 1.4 | 23% | -20% | -2% | / | -7% | 3.6 | -6
CC(C(=O)Nc1ccccc1C(=O)N1CCCC1)n1nnc2ccccc21 (stereo not given) | -1% | -1.0 | -4% | -9% | 2% | 7 | 7% | 0.1 | -3
O=C(NCc1ccccc1Cl)NC(=O)c1csc([N+](=O)[O-])c1 | -7% | 0.1 | 11% | 3% | 1%[57.1 µM] | 7 | 1% | -0.5 | 2
CCN(CC)c1ccc(NC(=O)C2CC3CCC2C3)cc1 (stereo not given) | -3% | -0.8 | -4% | -12% | -8% | -3 | 9% | -0.5 | -3
CCC(C)(C)NC(=O)CN(CC1CCCO1)C(=O)CNS(=O)(=O)c1ccccc1 (stereo not given) | -13% | -1.2 | ? | -11% | 5% | 16 | 6% | 0.6 | 2
Cc1ccc(C)c(-n2c(=O)c(C#N)cc3c(=O)n4ccccc4nc32)c1 | 10% | 3.0 | ? | -2% | / | 6 | -1% | -0.2 | -6
Cc1ccc(OCC(=O)OCc2cc(=O)n3c(C)csc3n2)cc1 | 2% | 0.7 | 4%[57.1 µM] | -8% | -1%[57.1 µM] | / | 1% | -0.2 | -2
CC(C)OC(=O)/C(C#N)=C\c1cccnc1 | 4% | 0.2 | 5% | -9% | -6% | 6 | 5% | 0.1 | 4
COc1ccc(C)cc1COC(=O)c1[nH]c(C)c(C(C)=O)c1C | 5% | -1.2 | ? | -16% | 2% | 4 | 4% | -1.9 | -1

Entries of single compounds as entered above. Order of screens: Pin1 inh | D2 ag | TrxR1 inh | USP1 inh | TrxR1 substrate | D2 antag | mIDH1 inhibitor | TRHR ag | TRHR enhancer
Shown for Cc1ccc(OCC(=O)OCc2cc(=O)n3c(C)csc3n2)cc1 : 2% | 0.7 | 4%[57.1 µM] | -8% | -1%[57.1 µM] | / | 1% | -0.2 | -2
Shown for CCN(CC)c1ccc(NC(=O)C2CC3CCC2C3)cc1 (stereo not given) : -3% | -0.8 | -4% | -12% | -8% | -3 | 9% | -0.5 | -3

Remaining list, next part
SMILES | Pin1 inh | D2 ag | TrxR1 inh | USP1 inh | TrxR1 substrate | D2 antag | mIDH1 inhibitor | TRHR ag | TRHR enhancer
CCc1nn(CCCC(=O)N(C)Cc2ccccc2)c(=O)c2cc3occc3n12 | 6% | 0.9 | -19% | -23% | -9% | 5 | 0% | -0.6 | 8
O=C(c1cccs1)N1CCC(c2nc3c(nnn3Cc3ccccc3)c(=O)[nH]2)CC1 | -3% | -1.1 | 2%[2.29 µM] | -6% | 5%[2.29 µM] | -1 | 0% | -0.7 | -8
COc1ccc2cc(C(=O)NCCCN3CCCC3=O)[nH]c2c1 | 3% | 0.4 | 31% | 0% | 0% | 14 | 8% | 0.0 | -4
CCCn1c(CCc2ccccc2)nnc1SCC(=O)N1CCOCC1 | -4% | 0.5 | 17%[57.1 µM] | -10% | 10%[57.1 µM] | 13 | 4% | 1.2 | 2
COc1ccc2nc3oc(C(=O)Nc4cccc(C(F)(F)F)c4)cc3cc2c1 | 2% | 1.2 | 20%[57.1 µM] | 21% | 13%[57.1 µM] | / | 12% | 0.4 | 1
COC(=O)c1ccc(COC(=O)C(CCS(C)(=O)=O)N2C(=O)c3ccccc3C2=O)cc1 (stereo not given) | 12% | 0.3 | 4% | -16% | -2% | -1 | -2% | -0.9 | 3
COc1ccc(N2CC(C(=O)N(CC(C)C)c3c(N)n(Cc4ccccc4)c(=O)[nH]c3=O)CC2=O)c(OC)c1 (stereo not given) | -1% | -1.1 | -6% | -21% | -3% | -18 | -5% | 0.0 | -2
CC(C)(C)OC(=O)CN1C(=O)NC2(CCCc3ccccc32)C1=O (stereo not given) | 4% | 0.3 | -9% | -3% | -11% | -6 | -1% | 0.9 | 1
O=C(N/C(=C\c1ccco1)C(=O)N1CCOCC1)c1ccc([N+](=O)[O-])cc1 | -2% | 0.0 | -13% | -11% | -9% | 5 | -2% | 0.3 | -9
CC(=O)c1cnc(SCC(=O)O)nc1C | -5% | 0.6 | 17%[57.1 µM] | ? | 4%[57.1 µM] | 4 | -3% | 0.3 | -1
Cc1cc(Cl)ccc1NC(=O)Nc1c(C)n(-c2ccccc2)c(=O)n1C | 0% | -0.6 | 24% | -5% | 12% | -4 | 2% | -1.1 | 1
COC(=O)c1cn[nH]c1NC(=S)Nc1ccc(Cl)c(Cl)c1 | 2% | 0.3 | ? | -6% | 3% | -5 | 2% | 1.2 | -6

2 compounds drawn at random from the list so far:
SMILES | Pin1 inh | D2 ag | TrxR1 inh | USP1 inh | TrxR1 substrate | D2 antag | mIDH1 inhibitor | TRHR ag | TRHR enhancer
COc1ccc(N2CC(C(=O)N(CC(C)C)c3c(N)n(Cc4ccccc4)c(=O)[nH]c3=O)CC2=O)c(OC)c1 (stereo not given) | -1% | -1.1 | -6% | -21% | -3% | -18 | -5% | 0.0 | -2
Cc1cc(Cl)ccc1NC(=O)Nc1c(C)n(-c2ccccc2)c(=O)n1C | 0% | -0.6 | 24% | -5% | 12% | -4 | 2% | -1.1 | 1
